From PubChem
Rac1 act GTP bind: modulators of GTP binding to human Rac1 activated mutant. P63000. GST-Rac1 activated beads, fluorescent GTP binding, flow cytometry; actives lie on both sides; 100% means binding = to untreated wells. percent activity (GTP binding), % at 10 µM. hit rate 0.11% among 190,000. AID 764;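 active = GTP binding at least 20 percentage points away from the 100% baseline, in either direction, so actives lie on both sides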
Mcl-1 Bim block: human Bim-Mcl-1 interaction inhibition. Bead-based flow cytometry, Bim peptide-Mcl-1 binding. Q07820. hit rate 0.1% among 190,000. inhibition, % at 10 µM; in the data active = inhibition above about 40%;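 also: 0% = no compound tracer wells and 100% = peptide blocker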
Target sequence (Q07820 whole entry, looked up): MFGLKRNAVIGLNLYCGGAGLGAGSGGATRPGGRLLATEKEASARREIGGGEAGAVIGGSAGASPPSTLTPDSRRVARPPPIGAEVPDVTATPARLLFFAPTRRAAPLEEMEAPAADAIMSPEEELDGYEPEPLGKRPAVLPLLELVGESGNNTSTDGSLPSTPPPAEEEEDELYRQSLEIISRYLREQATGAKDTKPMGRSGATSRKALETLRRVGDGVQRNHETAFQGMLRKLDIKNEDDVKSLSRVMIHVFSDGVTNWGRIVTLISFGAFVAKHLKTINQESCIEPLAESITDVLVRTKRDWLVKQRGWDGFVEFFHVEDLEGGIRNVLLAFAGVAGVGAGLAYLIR
Rac1 wt GTP bind: human Rac1 wildtype GTP binding, inhibitors and activators | P63000 | GST-Rac1 beads, fluorescent GTP binding, flow cytometry; actives lie on both sides; 0 = cold GTP competed, 100 = untreated | GTP binding activity (% of control), % at 10 µM | hit rate 0.27% among 190,000;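 active = GTP binding activity at least 20 points away from the 100% control level, either lower or higher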
Pf gamet viab: P. falciparum stage V gametocyte viability inhibition; inhibition, % at 10.9 µM; AID 743093; hit rate 0.065% among 150,000; P. falciparum stage V gametocytes, ATP luminescence, 24 h;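 active = inhibition above the mean plus 3 SD of compounds within the control limits, set per campaign, cut at about 38% in these data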;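 also: 0% = DMSO wells and 100% = medium only without gametocytes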
HRas wt GTP: modulators of GTP binding to human HRas wildtype | P01112 | GST-Ras wt beads, Bodipy-FL-GTP binding, flow cytometry; actives lie on both sides | GTP binding activity, % at 10 µM | hit rate 0.14% among 190,000 | AID 759;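 active = GTP binding activity at least 20% away from the 100% baseline, either lowered as inhibitor or raised as activator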;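 also: 0% = unlabeled GTP competition control and 100% = no-compound control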
Target sequence (P01112 whole entry, looked up): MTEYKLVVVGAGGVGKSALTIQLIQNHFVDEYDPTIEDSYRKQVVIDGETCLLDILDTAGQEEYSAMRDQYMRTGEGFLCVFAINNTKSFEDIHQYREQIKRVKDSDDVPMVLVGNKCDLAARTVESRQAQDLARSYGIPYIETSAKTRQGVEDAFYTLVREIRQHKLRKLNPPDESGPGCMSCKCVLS
Mcl1-Bid inh: Mcl-1/Bid interaction inhibition. TR-FRET Mcl-1/Bid-Dy647 peptide binding, 1536-well. AID 1021. Q07820. hit rate 0.97% among 220,000. inhibition, % at 21.7 µM;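 active = compounds that cut the binding signal by more than half at the single screening dose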;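 also: His-tagged Mcl-1 with europium anti-His antibody binding Bid BH3 peptide; 0% = Mcl-1 plus peptide wells and 100% = peptide-only wells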
Rab7 wt modul: modulators of GTP binding to dog Rab7 wildtype GTPase. GST-Rab7 beads, fluorescent GTP binding, flow cytometry; actives lie on both sides; untreated = 100%, excess cold GTP = 0%. AID 758. hit rate 0.055% among 190,000. GTP binding activity (percent of control), % at 10 µM;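 active = fluorescent GTP binding to Rab7 beads changed by at least 20 points from the 100% baseline, either direction, mostly lower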;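 also: median green fluorescence of bound Bodipy-FL-GTP per Rab7 bead population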
Avidin bead fluor: avidin bead compound fluorescence profile; Avidin beads, compound fluorescence 488/530 nm, flow cytometry; active compounds read high; fluorescence (KMESF) at 10 µM; hit rate 0.38% among 220,000; AID 1775; in the data active = fluorescence above about 47; also: inactives centre near 10
Mcl1-Noxa inh: Mcl-1/Noxa interaction inhibition; TR-FRET Mcl-1/Noxa peptide binding, 2 h; AID 1022; Q07820; hit rate 1.5% among 220,000; inhibition, % at 21.7 µM;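 active = compounds that cut the protein-peptide binding signal by more than 50% relative to plate controls in a single-dose test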;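 also: His-tagged Mcl-1 with rhodamine Noxa BH3 peptide and terbium anti-His antibody; 0% = Mcl-1 plus Noxa peptide wells and 100% = peptide-only wells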
Rab2 wt GTP: changes GTP binding to wildtype dog Rab2A, up or down. P61105. GST-Rab2 wt beads, Bodipy-GTP binding, flow cytometry. GTP binding activity, % at 10 µM. hit rate 0.19% among 190,000;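 active = GTP binding activity at least 20 points away from 100%, either lowered or raised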;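 also: 0% = beads with excess unlabeled GTP and 100% = no-compound control corrected for plate trend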
Cdc42 wt: changes GTP binding to wildtype human Cdc42 | GST-Cdc42 beads, Bodipy-GTP binding, flow cytometry; actives lie on both sides | percent activity (GTP binding), % at 10 µM | hit rate 0.2% among 190,000;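 active = percent activity GTP binding at least 20 points away from the 100% baseline, either down as inhibitor or up as activator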;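 also: median bead fluorescence of bound Bodipy-FL-GTP at 100 nM; 0% = excess unlabeled GTP control and 100% = no compound control; below 100% means less GTP binding so inhibitor and above means activator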
Target sequence (P60953 whole entry, looked up): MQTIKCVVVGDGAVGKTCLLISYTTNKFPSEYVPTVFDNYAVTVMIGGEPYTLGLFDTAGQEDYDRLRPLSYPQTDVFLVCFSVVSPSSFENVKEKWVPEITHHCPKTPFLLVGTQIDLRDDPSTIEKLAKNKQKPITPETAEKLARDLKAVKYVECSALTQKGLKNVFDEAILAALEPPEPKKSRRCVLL
* marks the source's active call; other numbers are inactive results; x = no result given.

SMILES	Rac1 act GTP bind	Mcl-1 Bim block	Rac1 wt GTP bind	Pf gamet viab	HRas wt GTP	Mcl1-Bid inh	Rab7 wt modul	Avidin bead fluor	Mcl1-Noxa inh	Rab2 wt GTP	Cdc42 wt
CCc1ccc(OCCCC(=O)NCc2ccco2)cc1	94.0	0.0	96.0	x	94.0	-31.1	93.0	10	12.1	94.0	96.0
COCc1cc(C)nc(SCC[N+](C)(C)CC(=O)Nc2cccc(C(F)(F)F)c2)c1C#N	99.0	0.0	104.0	0.3	97.0	4.8	99.0	23	10.2	97.0	98.0
O=C(Oc1ccc(Br)cc1)c1n[nH]c(=O)c2ccccc12	92.0	3.0	96.0	-5.8	95.0	-101.0	102.0	12	-137.2	96.0	94.0
CCC(C)(C)NC(=O)C(c1ccccc1F)N(Cc1ccco1)C(=O)Cn1nnc2ccccc21 (configuration not stated)	97.0	0.0	102.0	x	99.0	-27.8	96.0	8	22.4	99.0	101.0
CCN1CCN(C(=S)NCCOC)CC1	96.0	-1.0	101.0	-8.9	98.0	12.8	97.0	11	8.5	95.0	96.0
CNC(=S)NCCN1CCOCC1	100.0	-4.0	103.0	x	100.0	-38.3	99.0	14	-10.9	100.0	103.0
COc1ccc(N(CC(=O)Nc2cccnc2)S(C)(=O)=O)cc1	97.0	4.0	96.0	x	93.0	-23.7	98.0	10	2.9	97.0	97.0
Cc1cc(C)n(-c2nc(NCc3cccnc3)c3c4c(sc3n2)COC(C)(C)C4)n1	98.0	-2.0	102.0	-11.7	103.0	-8.3	102.0	9	1.4	101.0	102.0
O=C(NCCCl)NNc1c(Cl)cc(Cl)cc1Cl	92.0	-3.0	86.0	-25.7	94.0	-3.9	97.0	14	0.7	92.0	90.0
COc1ccc(NC(=O)CSc2nc(NS(=O)(=O)c3ccccc3)cc(=O)[nH]2)cc1	100.0	-5.0	105.0	-0.1	106.0	-25.4	98.0	13	20.0	107.0	106.0
CCC1CCc2c(sc(NC(=O)c3ccoc3C)c2C(N)=O)C1 (configuration not stated)	99.0	-5.0	103.0	-9.6	100.0	-17.3	100.0	13	-2.0	99.0	104.0
Nc1c(N2CCN(c3ccccc3)CC2)c2ccccc2oc1=O	102.0	-1.0	105.0	x	104.0	-48.4	106.0	37	-1.9	103.0	105.0
COc1ccc(C(CNC(=O)c2cc(F)c(F)c(F)c2F)N2CCOCC2)cc1 (configuration not stated)	96.0	-8.0	101.0	5.9	97.0	-20.1	96.0	10	6.8	95.0	96.0
Cc1ccc(S(=O)(=O)/N=C/c2ccco2)cc1	95.0	32.0	97.0	19.3	97.0	-1.5	96.0	0	9.6	97.0	99.0
Cc1ccc(NC(=O)c2sc3nc(CCl)[nH]c(=O)c3c2C)c(C)c1	91.0	2.0	90.0	18.6	94.0	-1.1	100.0	14	-3.2	91.0	88.0
Cc1ccc(OCC(=O)Nc2cccc(C)n2)c(C)c1	101.0	0.0	105.0	x	101.0	-14.7	97.0	18	0.6	99.0	103.0
Cc1cc(OCC(=O)NCCCN(C)C)cc(C)c1Br	101.0	-4.0	102.0	x	100.0	-17.6	97.0	13	10.7	99.0	102.0
S=c1[nH]nc(Cc2ccc(Cl)cc2)n1-c1ccc2c(c1)OCCO2	93.0	0.0	95.0	x	92.0	-51.4	92.0	9	11.3	91.0	89.0
O=C(Nc1ccc([N+](=O)[O-])cn1)c1ccc(Br)o1	97.0	-1.0	98.0	x	96.0	7.0	97.0	15	5.9	94.0	98.0
C=CCn1c(N)c(-c2nc3ccccc3n2C)sc1=S	97.0	-4.0	101.0	x	99.0	-33.6	98.0	11	x	100.0	99.0
CC(=O)c1cccc(NC(=O)c2cc(C)no2)c1	101.0	-3.0	104.0	x	101.0	-1.9	99.0	22	3.0	99.0	105.0
Cc1cccc2[nH]c(SCC(=O)O)nc12	91.0	3.0	94.0	21.6	98.0	-4.1	105.0	11	9.5	98.0	94.0
O=C(c1cnn2c(C(F)F)cc(C3CC3)nc12)N1CCc2ccccc2C1	103.0	-9.0	117.0	-22.9	104.0	6.9	107.0	19	-6.3	104.0	105.0
O=C(COc1ccc(Cl)cc1Cl)NCc1ccco1	94.0	-2.0	104.0	x	97.0	-9.7	99.0	10	20.3	94.0	99.0
c1ccc(C2(c3ccccc3)OCC(Cn3cncn3)O2)cc1 (configuration not stated)	100.0	2.0	101.0	19.3	99.0	-11.0	98.0	10	12.5	97.0	101.0
O=C(c1ccccc1)c1cnc(Nc2ccc(Cl)c(Cl)c2)s1	99.0	-2.0	100.0	x	99.0	-9.6	100.0	34	-7.5	98.0	103.0
Cc1cc(C)c(NC(=O)CN2CCN3CCCC3C2)c(C)c1 (configuration not stated)	101.0	0.0	109.0	-8.8	106.0	-15.2	104.0	8	19.5	104.0	105.0
COc1ccc(-c2onc(C)c2-c2cscn2)c(O)c1	94.0	2.0	97.0	x	97.0	-30.1	103.0	12	5.5	96.0	95.0
Cc1ccc(C2=N/C(=C\c3cccs3)C(=O)N2Nc2ccccc2)cc1	99.0	7.0	102.0	x	96.0	-21.0	97.0	11	-11.9	98.0	99.0
CCCCn1c(SCc2nc(N)nc(Nc3ccccc3C)n2)nc2ccccc2c1=O	99.0	-1.0	105.0	15.1	102.0	-1.1	102.0	5	-13.4	101.0	102.0
Cc1ccc2sc(NC(=O)CN3C(=O)c4ccccc4C3=O)nc2c1C	98.0	0.0	103.0	x	103.0	-11.0	100.0	5	-23.5	99.0	100.0
CC(C)NC(=O)CCCOc1ccc(Cl)cc1Cl	98.0	-5.0	101.0	-33.2	97.0	3.0	96.0	8	-14.8	99.0	102.0
C[C@H](NC(N)=O)C(=O)Nc1ccc(OCc2ccccc2)cc1	93.0	0.0	96.0	2.2	96.0	-30.1	92.0	7	-3.1	96.0	94.0
CCC(=O)N1CCc2cc(S(=O)(=O)CCC(=O)NCc3ccc4c(c3)OCO4)ccc21	97.0	-2.0	100.0	x	98.0	-21.4	98.0	8	6.7	96.0	99.0
COC(=O)c1cc(Br)ccc1NC(=O)Nc1ccccc1	102.0	-6.0	103.0	-5.1	100.0	-4.9	102.0	14	72.5*	101.0	101.0
N#C/C(=C\c1cc(Cl)ccc1O)C(=O)NC1CCCCC1	98.0	-4.0	105.0	x	103.0	-23.9	103.0	9	8.8	102.0	100.0
O=C(COc1cccc(Oc2ccccc2)c1)Nc1ccc(SC(F)F)cc1	98.0	-1.0	101.0	x	100.0	6.5	103.0	6	5.7	101.0	97.0
CC(C)N1CC(C(=O)Nc2ccccc2)CC1=O (configuration not stated)	98.0	1.0	106.0	x	103.0	-8.9	98.0	25	-10.2	102.0	104.0
O=C(Nc1ccccc1)N1CCN(c2nc3ccccc3s2)CC1	95.0	0.0	94.0	x	96.0	2.7	93.0	9	-6.3	97.0	94.0
Cc1c(C(=O)NCc2cccnc2)oc2c1C(=O)CC(C)(C)C2	92.0	-1.0	97.0	-4.4	97.0	-10.5	96.0	14	-6.4	96.0	99.0
O=C(O)Cc1nn(Cc2ccc(Cl)cc2)c(=O)c2ccccc12	99.0	1.0	101.0	-24.6	99.0	-0.3	101.0	5	8.3	96.0	97.0
Cc1nc(N(C)C)c2sc(=S)n(Cc3ccccc3)c2n1	96.0	7.0	96.0	-7.3	96.0	-20.9	100.0	7	4.8	95.0	94.0
COc1ccc(OC)c(Cc2nnc(CCC(=O)NC3CCCCCCC3)o2)c1	97.0	0.0	100.0	13.5	95.0	-38.9	99.0	10	-1.2	96.0	94.0
Cc1ccc(Cl)cc1N(CC(=O)NC1CCCCC1)S(C)(=O)=O	95.0	0.0	97.0	x	96.0	-11.8	96.0	11	16.4	97.0	97.0
CN1CCN(c2ccccc2NC(=O)c2ccc(N3CCCCC3)c([N+](=O)[O-])c2)CC1	96.0	-2.0	97.0	-0.6	96.0	-13.2	94.0	9	46.8	96.0	95.0
Cn1c2c(c(=O)n(C)c1=O)[C@@H]1c3c(ccc4ccccc34)OC[C@@H]1CO2	98.0	0.0	100.0	x	98.0	-9.7	98.0	11	8.9	99.0	100.0
COc1ccc(CNC(N)=O)cc1	96.0	-4.0	99.0	15.4	97.0	-3.0	98.0	22	-7.4	99.0	97.0
Cc1ccc(S(=O)(=O)NC(=O)c2cc(C)n(CC(c3ccccc3)N(C)C)c2C)cc1 (configuration not stated)	96.0	3.0	99.0	17.8	99.0	-41.6	103.0	13	14.8	96.0	95.0
COc1cc(C(=O)NCCSc2ccc(Br)cc2)cc(OC)c1OC	99.0	-2.0	101.0	-2.5	100.0	5.9	100.0	11	-3.0	101.0	109.0
COC(=O)c1ccc(NC(=O)NCCCl)cc1	96.0	-2.0	90.0	-41.3	97.0	0.9	97.0	16	8.2	98.0	93.0
CCOc1ccc(OCCSc2nc(-c3ccccc3)cc(=O)[nH]2)cc1	93.0	0.0	91.0	-5.7	97.0	-0.2	103.0	10	5.3	94.0	95.0
O=C(CN1C(=O)C2CC=CCC2C1=O)Nc1ccc(S(=O)(=O)N2CCOCC2)cc1 (configuration not stated)	94.0	-2.0	92.0	x	94.0	-26.1	96.0	17	11.6	98.0	92.0
Cc1ccc(C(=O)Nc2c3c(nn2C(C)(C)C)CS(=O)(=O)C3)cc1C	99.0	-8.0	104.0	x	101.0	-22.1	103.0	11	-13.1	98.0	102.0
Cc1ccc(CN(Cc2cc3cccc(C)c3[nH]c2=O)C(=S)NCCCN(C)C)cc1	95.0	-4.0	97.0	-2.0	96.0	-37.4	97.0	10	1.4	98.0	97.0
O=C(Nc1ccccc1-c1nnc(SCc2ccccc2)o1)c1ccccc1	99.0	-3.0	99.0	12.1	99.0	-13.7	100.0	6	-18.1	97.0	99.0
COC(=O)C1=C(O)/C(=C\c2cc(C)n(-c3ccc(F)cc3)c2C)N=C1C	95.0	-2.0	97.0	12.3	97.0	16.8	100.0	10	11.5	99.0	93.0
CNC(=S)Nc1ccc2nc(C)c(C)nc2c1	102.0	1.0	105.0	5.4	104.0	-33.0	102.0	5	22.3	104.0	106.0
O=c1oc2cc(OCc3c(F)c(F)c(F)c(F)c3F)ccc2cc1-c1ccccn1	98.0	-7.0	101.0	11.9	98.0	12.8	101.0	12	12.9	97.0	102.0
O=C(CN1CCc2ccccc2C1)Nc1cc(S(=O)(=O)N2CCOCC2)ccc1N1CCOCC1	100.0	-3.0	101.0	x	101.0	-3.0	99.0	16	8.3	100.0	101.0
S=C(Nc1ccc2nc(-c3ccccn3)c(-c3ccccn3)nc2c1)N1CCCCC1	95.0	0.0	100.0	x	98.0	-30.9	96.0	9	9.2	98.0	90.0
